Tn7 DDE FP = inhibitors of Tn7 peptide binding to human fibrin DD(E); P02675; 0.13% of 370,000 active; inhibition, % at 8.3 µM; FP displacement of FITC-Tn7 peptide from fibrin DD(E); 0% = median of compound wells per plate;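 active = inhibition above the mean of compounds falling within the control limits plus 3 SD of them, cut at about 14% in these data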;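 note: 0% = plate median of compound wells and 100% = 10 µM Aha-Tn7 peptide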
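Test system – human fibrin DD(E) · Times – 10 min preincubation, 3 h with tracer, room temperature · Detection – fluorescence polarization of the labelled Tn7 tracer · Measure – percent inhibition normalized to high-control wells · Benchmarks – high control wells with 10 µM unlabelled Aha-Tn7 peptide (full inhibition) · Repeats – singlicate testing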
UHRF1 MBD2 ctr = blocks human UHRF1 binding to methylated DNA; UHRF1 binding to methylated oligo, TR-FRET; inhibition, % at 4.4 µM; 0.75% of 370,000 active; in the data active = inhibition above about 21%;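 note: UHRF1 SRA domain binding a hemimethylated CpG hairpin DNA probe; 0% = median of test compound wells and 100% = reference inhibitor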
PRMT1 inh = PRMT1 (human) inhibition, primary screen | inhibition, % at 2.79 µM | 1.3% of 370,000 active | recombinant PRMT1, activity-based probe fluorescence polarization;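 active = inhibition above about 21% made by adding two undisclosed values, limit read from the data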
Target sequence (Q99873 whole entry, looked up): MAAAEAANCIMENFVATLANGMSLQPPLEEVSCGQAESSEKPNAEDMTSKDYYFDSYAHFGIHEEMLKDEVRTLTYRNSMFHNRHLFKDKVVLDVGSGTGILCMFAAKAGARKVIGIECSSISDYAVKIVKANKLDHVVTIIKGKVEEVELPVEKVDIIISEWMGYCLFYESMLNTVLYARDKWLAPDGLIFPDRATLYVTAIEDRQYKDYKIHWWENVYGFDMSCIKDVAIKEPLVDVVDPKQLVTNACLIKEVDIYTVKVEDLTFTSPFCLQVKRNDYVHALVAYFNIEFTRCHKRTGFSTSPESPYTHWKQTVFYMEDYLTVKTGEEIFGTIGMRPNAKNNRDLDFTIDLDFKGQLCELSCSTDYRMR
TDP2 absorb = blocks human TDP2 phosphodiesterase activity. O95551. recombinant TDP2, T5PNP hydrolysis, p-nitrophenol absorbance 415 nm. inhibition, % at 12.8 µM. 0.34% of 370,000 active;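 active = inhibition above the mean of all tested compounds plus 3 SD, set per campaign, cut at about 25% in these data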;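 note: 0% = DMSO with enzyme and 100% = buffer with substrate but no TDP2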
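Incubation: 2 h at 37 °C; Test system: recombinant human TDP2; Quantity: enzyme 120 nM; Read-out basis: percent inhibition; Medium: 50 mM Tris-HCl pH 7.5 with Mg2+, KCl, DTT, BSA; Repeats: single replicate; Compound: 12.8 µM single point, 1% DMSO; Signal: epi absorbance; Reagent: 5 mM T5PNP chromogenic substrate; Benchmarks: no-enzyme high, DMSO-plus-enzyme low.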
SIAE primary = human SIAE inhibition, primary screen | inhibition, % at 9.66 µM | SIAE FP-Rh probe binding, fluorescence polarization | 0.69% of 370,000 active | AID 1053197;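 active = inhibition above a cutoff: mean of compounds within the control limits plus 3 SD of those, cut at about 17% in these data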;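 note: 0% = plate median of compound wells and 100% = probe without SIAE protein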
Target sequence (Q9HAT2 whole entry, looked up): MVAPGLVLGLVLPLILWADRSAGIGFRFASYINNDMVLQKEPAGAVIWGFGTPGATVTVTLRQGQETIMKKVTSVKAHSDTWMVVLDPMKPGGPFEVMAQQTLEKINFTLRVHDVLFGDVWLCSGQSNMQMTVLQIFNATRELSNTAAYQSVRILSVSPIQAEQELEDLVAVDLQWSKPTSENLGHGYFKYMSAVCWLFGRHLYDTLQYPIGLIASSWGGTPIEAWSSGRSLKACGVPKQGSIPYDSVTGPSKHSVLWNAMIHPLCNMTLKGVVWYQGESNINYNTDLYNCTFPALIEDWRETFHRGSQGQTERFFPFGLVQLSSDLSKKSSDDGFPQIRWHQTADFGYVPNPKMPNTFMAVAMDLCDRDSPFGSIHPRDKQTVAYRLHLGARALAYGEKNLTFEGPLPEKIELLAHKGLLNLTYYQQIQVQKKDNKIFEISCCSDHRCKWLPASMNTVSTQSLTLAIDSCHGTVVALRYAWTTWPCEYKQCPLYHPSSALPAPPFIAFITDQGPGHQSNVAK
LEDGF integ inh = blocks HIV-1 LEDGF/p75-dependent DNA integration. AID 743269. inhibition, % at 3.7 µM. 0.64% of 370,000 active. TR-FRET IN-LEDGF/p75 DNA integration, Eu/Cy5;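 active = inhibition above the screen-wide mean plus 3 SD, cut at about 13% in these data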;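 note: signal is the Cy5 over europium emission ratio at 671 and 618 nm; 0% = plate median of compound wells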
MBD2 DNA inh = blocks human MBD2 binding to methylated DNA; 0.31% of 370,000 active; inhibition, % at 4.4 µM; AID 686964; TR-FRET, MBD2 binding to methylated oligonucleotide; Q9UBB5; in the data active = inhibition above about 13%
TCR-CD3 inh = human TCR-CD3 binding inhibition; TAMRA-labeled TCR probe fluorescence, biochemical; inhibition, % at 9.4 µM; 0.37% of 360,000 active; in the data active = inhibition above about 19%;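 note: recombinant mutant TCR 2C K166C tagged with TAMRA read by polarization; 0% = receptor in buffer alone and 100% = receptor with positive control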
proKLK7 act = activates the human kallikrein-7 zymogen; purified proKLK7, EDANS-DABCYL substrate fluorescence; 100% is mature enzyme control, 0% vehicle; AID 652039; 0.9% of 370,000 active; activation, % at 7 µM;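 active = activation above the mean of all tested compounds plus 3 SD, computed per campaign excluding outliers beyond control limits, cut at about 13% in these data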
DDE Tn6 FP inh = inhibitors of Tn6 peptide binding to human fibrin DD(E); Fibrin DD(E) TRITC-Tn6 fluorescence polarization displacement; inhibition, % at 8.3 µM; P02675; 0.21% of 370,000 active;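 active = inhibition above a per-campaign cutoff: mean of compounds within control limits plus 3 SD, cut at about 15% in these data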;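 note: 0% = median of all compound wells on the plate and 100% = blocking peptide control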
* = called active by the depositor; . = not tested or not shown. Rows are unselected; about 4.6% have a hit in one of these screens.

SMILES | Tn7 DDE FP | UHRF1 MBD2 ctr | PRMT1 inh | TDP2 absorb | SIAE primary | LEDGF integ inh | MBD2 DNA inh | TCR-CD3 inh | proKLK7 act | DDE Tn6 FP inh
Cc1c(Cl)cccc1NC(=S)NCCC(C)C | 1 | 5 | 5 | -9 | 0 | -5 | 7 | -4 | -0.2 | -12
CS(=O)(=O)Oc1ccc(Br)c2cccnc12 | 2 | -2 | -4 | -6 | -3 | 6 | 2 | 6 | 0.3 | 0
CCCCNC(=O)c1ccccc1NC(=O)C1=C(C)OCCS1 | -5 | 3 | 0 | -21 | 8 | 4 | 1 | -3 | 0.3 | -3
C=CCn1c(C)nc2c(cnn2-c2ccccc2)c1=O | -1 | 0 | 0 | 2 | -3 | 0 | 2 | 4 | 0.9 | 11
CCOc1ccc(N(CC(=O)NCCSCc2ccc(Cl)cc2)S(C)(=O)=O)cc1 | -3 | -2 | -2 | -7 | 7 | 5 | 2 | 13 | 0.2 | -3
COc1ccc2cnn(-c3ccccc3C)c(=O)c2c1OC | 2 | 1 | 1 | 3 | -2 | 0 | 4 | -3 | 0.1 | -4
Cc1onc(-c2c(F)cccc2Cl)c1C(=O)OCC(=O)NCc1ccccc1 | 8 | 2 | 2 | -7 | 0 | -7 | 4 | -5 | 0.1 | 6
O=C(CSc1ccc2c(c1)OCCO2)N1CCN(c2ccccc2)CC1 | 1 | 5 | 5 | -17 | -3 | 3 | -3 | -5 | 0.2 | -1
O=C(Nc1ccccc1C(=O)Nc1nnc(C(F)(F)F)s1)c1ccccc1 | 0 | 0 | 5 | 11 | -19 | -2 | 4 | -7 | 0.9 | -1
Fc1c(CSC(=S)N2CCOCC2)cccc1CSC(=S)N1CCOCC1 | 0 | 2 | 5 | 1 | -4 | -3 | 8 | -5 | 0.1 | 7
CCN1CCN(C(c2cccs2)C(C)NC(=O)C(=O)N2CCCCC2)CC1 (configuration not stated) | -2 | -2 | -5 | -6 | 0 | 0 | -6 | 5 | 0.0 | -5
Cc1ccc(S(=O)(=O)N2CCCC2)s1 | -2 | 3 | -1 | -7 | -5 | -2 | 3 | 16 | 0.0 | 1
CC(C)Cn1c(N)c(C(=O)NCCN2CCOCC2)c2nc3ccccc3nc21 | -12 | -7 | -2 | 9 | -3 | 4 | -8 | -6 | 57* | 0
COc1ccccc1C(=O)Nc1ccc2c(c1)CCCN2C(=O)c1cccs1 | 0 | 1 | 1 | -4 | 2 | 0 | 6 | -2 | 0.8 | 0
CCCCC(=O)Nc1sc2c(c1C#N)CC(C)(C)OC2 | 4 | 3 | -3 | 9 | 0 | -2 | -1 | -1 | -0.9 | 2
O=C1N[C@H](Cc2ccccc2)COC(=O)[C@H](Cc2ccc(F)cc2)CC/C=C/C[C@H]1CC(=O)N(CCO)Cc1ccccc1 | -3 | 5 | 4 | -13 | 2 | 0 | 0 | -1 | 0.6 | -6
CSc1nc2ccc(NC(=O)c3ccc(=O)[nH]c3)cc2s1 | 3 | 4 | 3 | -2 | 2 | -3 | 2 | -9 | -0.8 | -3
CC(=O)Nc1ccc(S(=O)(=O)NCCc2ccc(F)cc2)cc1 | 3 | -4 | -1 | 5 | 7 | -1 | -2 | 1 | -0.2 | -6
Cc1cccc(NCc2cc(Cl)cc(Cl)c2O)n1 | -6 | 1 | 1 | -9 | 3 | 1 | -2 | 8 | 0.2 | 0
CSC1=NCCN1C(=O)Cc1ccc(Cl)cc1 | 2 | -1 | 2 | 7 | 3 | -1 | 0 | -9 | 0.0 | 2
O=C(NNC(=O)c1ccccc1F)c1ccco1 | 2 | 0 | 5 | 0 | -5 | -3 | 2 | 1 | -0.4 | 1
CCC(C)(C)n1nnnc1C(c1cccs1)N1CCCCC1 (configuration not stated) | 3 | 3 | 3 | 2 | 2 | -5 | 2 | 2 | -0.3 | -2
COCC(C)n1c(C)cc(C(=O)Cn2nc(C(=O)O)c3ccccc3c2=O)c1C (configuration not stated) | -1 | 2 | 2 | 18 | 2 | -3 | 2 | -8 | 0.3 | 4
CC(C(=O)Nc1ccc(F)cc1Cl)N1CCN(S(=O)(=O)c2cccs2)CC1 (configuration not stated) | -3 | -2 | 1 | 0 | -8 | 1 | 1 | 2 | 0.3 | 1
CCN(Cc1ccccc1)C(=O)COC(=O)c1n[nH]c2ccccc12 | 3 | 0 | -2 | 9 | 1 | 4 | 2 | -5 | -0.2 | -3
CCNC(=O)COC(=O)CCNC(=O)c1ccc(Cl)cc1 | -11 | 0 | 0 | 2 | 4 | 5 | -5 | 2 | 0.0 | -4
Cc1ccc(C2CC(=O)c3cnc(NC(=O)c4ccco4)nc3C2)cc1 (configuration not stated) | -4 | 2 | 0 | -8 | -8 | 3 | 0 | 7 | -0.3 | -11
CC(C)C[C@H]1CN([C@@H](Cc2ccccc2)CN2CCC[C@@H]2CN2C(=O)C(=O)NC[C@@H]2Cc2ccccc2)C(=O)C(=O)N1CC1CCCCC1 | 5 | -2 | -6 | 6 | -8 | 5 | -4 | 6 | 0.0 | -1
Cc1ccc(OCc2nnc(SCC(=O)Nc3ccc(S(N)(=O)=O)cc3)n2-c2ccc(Cl)cc2)cc1 | -5 | 0 | -7 | 2 | 12 | 1 | -1 | . | -0.1 | -2
Cc1csc(=O)n1CCC(=O)OCc1nnc(-c2ccccc2Cl)o1 | 5 | -1 | 0 | -10 | 9 | -3 | -2 | 6 | 0.2 | 3
O=C1c2ccccc2C(=O)N1OS(=O)(=O)c1ccc(F)cc1 | 1 | 0 | 1 | -1 | 2 | 2 | -3 | 6 | 0.5 | 8
COc1ccc(-c2cc(C(F)(F)F)nc(N3CCCCC3)n2)cc1OC | 7 | 0 | 1 | -2 | 19* | -3 | 1 | 5 | -0.2 | 7
Fc1ccccc1-c1nnc2ccc3ccccc3n12 | -1 | 1 | -3 | 4 | 0 | 4 | 3 | 3 | 0.3 | 6
CCC(=O)NC1(C(F)(F)F)C(=O)Nc2c1c(=O)[nH]c(=O)n2CC(C)C (configuration not stated) | 5 | 12 | 5 | 12 | 4 | 1 | -8 | -4 | -0.8 | -6
Cc1[nH][nH]c(=O)c1/C=N/N1CCOCC1 | 9 | -9 | -2 | -6 | 12 | 2 | 2 | -2 | 0.4 | 0
O=C(COC(=O)C1CCN(/C=C/C(=O)C(F)(F)F)CC1)Nc1ccccc1 | 1 | 1 | 1 | 10 | -7 | 1 | 2 | 5 | -0.1 | 5
C/C(=N\NC(=O)CCc1ccccc1)C1C(=O)c2ccccc2C1=O | 5 | -3 | 1 | -23 | 3 | -2 | -3 | 19* | 0.3 | 13
NS(=O)(=O)c1ccc(NC(=O)COC(=O)CCC2CCCC2)cc1 | -3 | -2 | 2 | -1 | 5 | -4 | -1 | -1 | 0.1 | 9
Cc1ccc(NC(=O)CC2CS(=O)(=O)CC2CC(=O)Nc2ccc(C)c(C)c2)cc1C (configuration not stated) | 8 | 2 | 1 | -1 | -6 | 5 | 4 | -1 | 0.6 | -1
Cc1cc(C(=O)NCCc2ccccc2)c2cc(F)ccc2n1 | -2 | 1 | 6 | -14 | -2 | -1 | 4 | -2 | 0.9 | -5
CC1CCCN(S(=O)(=O)c2ccc(NC(=O)C3CCN(C(=O)C(C)(C)C)CC3)cc2)C1 (configuration not stated) | -3 | 0 | -1 | 9 | -4 | 3 | -5 | 8 | -0.4 | -6
COc1cccc(-c2cc(C(=O)N3CCN(c4ncccn4)CC3)c3ccccc3n2)c1 | 4 | 1 | 1 | -5 | -2 | -4 | -2 | -6 | -0.1 | 6
COc1ccc(NC(=O)CN(C)C(=O)C2(c3ccccc3)CCCC2)cc1 | 4 | 3 | 4 | -9 | -10 | 3 | 8 | 5 | -0.4 | -6
COc1cc(C(=O)NCCN2CCN(C(=O)c3cc(OC)c(OC)c(OC)c3)CC2)cc(OC)c1OC | 0 | 0 | 3 | 2 | -6 | -1 | -1 | 3 | -0.1 | 3
O=C(CN1CCN(c2ccc(F)cc2)CC1)Nc1ccccc1C(=O)NCCc1ccccc1 | 10 | 0 | 2 | -2 | 0 | 3 | -1 | -1 | -0.6 | 12
COc1cccc(CN(C)CC(=O)Nc2cccc3ccccc23)c1 | -3 | 1 | -5 | 13 | -1 | 1 | 7 | -3 | 0.1 | -2
O=C1c2ccc(Oc3ccc([N+](=O)[O-])cc3)cc2C(=O)N1CCO | 1 | -2 | 0 | -11 | -1 | -2 | -5 | 1 | -0.1 | 10

Compounds shown so far that have four or more nitrogen atoms, in the order listed:
SMILES | Tn7 DDE FP | UHRF1 MBD2 ctr | PRMT1 inh | TDP2 absorb | SIAE primary | LEDGF integ inh | MBD2 DNA inh | TCR-CD3 inh | proKLK7 act | DDE Tn6 FP inh
C=CCn1c(C)nc2c(cnn2-c2ccccc2)c1=O | -1 | 0 | 0 | 2 | -3 | 0 | 2 | 4 | 0.9 | 11
O=C(Nc1ccccc1C(=O)Nc1nnc(C(F)(F)F)s1)c1ccccc1 | 0 | 0 | 5 | 11 | -19 | -2 | 4 | -7 | 0.9 | -1
CCN1CCN(C(c2cccs2)C(C)NC(=O)C(=O)N2CCCCC2)CC1 (configuration not stated) | -2 | -2 | -5 | -6 | 0 | 0 | -6 | 5 | 0.0 | -5
CC(C)Cn1c(N)c(C(=O)NCCN2CCOCC2)c2nc3ccccc3nc21 | -12 | -7 | -2 | 9 | -3 | 4 | -8 | -6 | 57* | 0
CCC(C)(C)n1nnnc1C(c1cccs1)N1CCCCC1 (configuration not stated) | 3 | 3 | 3 | 2 | 2 | -5 | 2 | 2 | -0.3 | -2
CC(C)C[C@H]1CN([C@@H](Cc2ccccc2)CN2CCC[C@@H]2CN2C(=O)C(=O)NC[C@@H]2Cc2ccccc2)C(=O)C(=O)N1CC1CCCCC1 | 5 | -2 | -6 | 6 | -8 | 5 | -4 | 6 | 0.0 | -1
Cc1ccc(OCc2nnc(SCC(=O)Nc3ccc(S(N)(=O)=O)cc3)n2-c2ccc(Cl)cc2)cc1 | -5 | 0 | -7 | 2 | 12 | 1 | -1 | . | -0.1 | -2
CCC(=O)NC1(C(F)(F)F)C(=O)Nc2c1c(=O)[nH]c(=O)n2CC(C)C (configuration not stated) | 5 | 12 | 5 | 12 | 4 | 1 | -8 | -4 | -0.8 | -6
Cc1[nH][nH]c(=O)c1/C=N/N1CCOCC1 | 9 | -9 | -2 | -6 | 12 | 2 | 2 | -2 | 0.4 | 0
COc1cccc(-c2cc(C(=O)N3CCN(c4ncccn4)CC3)c3ccccc3n2)c1 | 4 | 1 | 1 | -5 | -2 | -4 | -2 | -6 | -0.1 | 6
O=C(CN1CCN(c2ccc(F)cc2)CC1)Nc1ccccc1C(=O)NCCc1ccccc1 | 10 | 0 | 2 | -2 | 0 | 3 | -1 | -1 | -0.6 | 12

Compound activity: PubChem, The Scripps Research Institute Molecular Screening Center
